SIAE inh = blocks human sialic acid acetylesterase | AID 1053197 | SIAE FP-Rh probe binding, fluorescence polarization | inhibition, % at 9.66 µM | Q9HAT2 | 370,000 compounds, 0.69% hits;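 active = inhibition above a cutoff: mean of compounds within the control limits plus 3 SD of those, cut at about 17% in these data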;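 also: 0% = plate median of compound wells and 100% = probe without SIAE protein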
ABHD4 inh = inhibits mouse alpha/beta hydrolase domain 4; purified mABHD4, FP-Rh probe fluorescence polarization; inhibition, % at 8.92 µM; 370,000 compounds, 0.54% hits; AID 720543;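 active = inhibition exceeding the mean over every tested compound plus 3 SD, cut at about 30% in these data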;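 also: 0% = plate median of compound wells and 100% = S159A mutant with DMSO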
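Test system: mABHD4 protein | Buffer or medium: HEPES pH 7.0 buffer, 150 mM NaCl, 0.01% Pluronic F-127 | Probe or stimulus: FP-Rh fluorescent activity-based probe, added after compound pre-incubation | Timing: Pre-incubation 45 min, probe exposure 60 min, at 25 °C | Technique: Fluorescence polarization, excitation 525 nm, emission 598 nm, BODIPY TMR filters | Repeats: Single well per compound (singlicate)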
TCR-CD3 inh = blocks the human TCR-CD3 interaction | TAMRA-labeled TCR probe fluorescence, biochemical | inhibition, % at 9.4 µM | 360,000 compounds, 0.37% hits; in the data active = inhibition above about 19%;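 also: recombinant mutant TCR 2C K166C tagged with TAMRA read by polarization; 0% = receptor in buffer alone and 100% = receptor with positive control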
rCAG RNA binder = molecules binding r(CAG) RNA repeats; inhibition, % at 3 µM; 370,000 compounds, 1.3% hits; AID 651821; r(CAG) RNA repeat, TO-PRO-1 dye displacement fluorescence;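 active = inhibition above the plate cutoff, the mean of all test compounds on that plate plus 3 SD, cut at about 35% in these data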;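 also: 0% = DMSO alone and 100% = 100 µM mitoxantrone as full dye displacement; higher means more dye released from RNA so lower well fluorescence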
TDP2 inh = TDP2 (human) inhibition, absorbance primary screen; recombinant TDP2, T5PNP hydrolysis, p-nitrophenol absorbance 415 nm; inhibition, % at 12.8 µM; 370,000 compounds, 0.34% hits;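 active = inhibition above the mean of all tested compounds plus 3 SD, set per campaign, cut at about 25% in these data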;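 also: 0% = DMSO with enzyme and 100% = buffer with substrate but no TDP2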
Target sequence (O95551 whole entry, looked up): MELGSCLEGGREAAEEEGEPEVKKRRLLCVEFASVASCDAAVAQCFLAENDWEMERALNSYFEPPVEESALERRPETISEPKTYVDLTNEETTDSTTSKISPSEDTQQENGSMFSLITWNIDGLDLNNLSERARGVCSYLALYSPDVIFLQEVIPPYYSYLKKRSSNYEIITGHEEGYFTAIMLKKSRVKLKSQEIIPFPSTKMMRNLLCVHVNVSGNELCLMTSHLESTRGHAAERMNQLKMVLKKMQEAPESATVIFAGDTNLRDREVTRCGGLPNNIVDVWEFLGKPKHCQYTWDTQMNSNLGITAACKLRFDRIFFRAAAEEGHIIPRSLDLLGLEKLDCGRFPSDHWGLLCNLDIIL
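System – recombinant human TDP2 · Amount – 120 nM TDP2 per well · Buffer or medium – Mg2+-containing Tris-HCl buffer, pH 7.5 · Reagent – T5PNP substrate, 5 mM · Dosing – 12.8 µM single point, 1% DMSO · Incubation – 2 h at 37 °C · Measured by – epi absorbance · Read-out basis – percent inhibition · Benchmarks – high control without enzyme, low control DMSO plus TDP2 · Repeats – singlicate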
LEDGF integ inh = blocks HIV-1 LEDGF/p75-dependent DNA integration; AID 743269; inhibition, % at 3.7 µM; TR-FRET IN-LEDGF/p75 DNA integration, Eu/Cy5; 370,000 compounds, 0.64% hits;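 active = inhibition above the screen-wide mean plus 3 SD, cut at about 13% in these data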;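 also: signal is the Cy5 over europium emission ratio at 671 and 618 nm; 0% = plate median of compound wells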
NPR2 activator = GC-B (human) receptor activation; HEK293-GC-B cells, CNP EC30, cGMP TR-FRET; 0% at EC30 CNP, 100% saturating CNP; activation, % at 10 µM; 370,000 compounds, 0.11% hits; AID 1920062;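 active = activation at 10 µM reaching about 35% in either raw or pattern-adjusted values, limit read from the data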
PRMT1 FP inh = inhibitors of human PRMT1. Q99873. recombinant PRMT1, activity-based probe fluorescence polarization. inhibition, % at 2.79 µM. 370,000 compounds, 1.3% hits. AID 652257;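 active = inhibition above about 21% made by adding two undisclosed values, limit read from the data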
HTRA1 inhibitor = inhibitors of human serine peptidase HTRA1; recombinant HTRA1, FP-rhodamine activity-based probe, fluorescence polarization; Q92743; 340,000 compounds, 0.5% hits; inhibition, % at 5.96 µM; AID 504803; in the data active = inhibition above about 36%;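 also: 0% = enzyme with DMSO and 100% = wells lacking enzyme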
MBD2 DNA inh = blocks human MBD2 binding to methylated DNA; Q9UBB5; TR-FRET, MBD2 binding to methylated oligonucleotide; inhibition, % at 4.4 µM; 370,000 compounds, 0.31% hits; AID 686964; in the data active = inhibition above about 13%
Target sequence (Q9UBB5 whole entry, looked up): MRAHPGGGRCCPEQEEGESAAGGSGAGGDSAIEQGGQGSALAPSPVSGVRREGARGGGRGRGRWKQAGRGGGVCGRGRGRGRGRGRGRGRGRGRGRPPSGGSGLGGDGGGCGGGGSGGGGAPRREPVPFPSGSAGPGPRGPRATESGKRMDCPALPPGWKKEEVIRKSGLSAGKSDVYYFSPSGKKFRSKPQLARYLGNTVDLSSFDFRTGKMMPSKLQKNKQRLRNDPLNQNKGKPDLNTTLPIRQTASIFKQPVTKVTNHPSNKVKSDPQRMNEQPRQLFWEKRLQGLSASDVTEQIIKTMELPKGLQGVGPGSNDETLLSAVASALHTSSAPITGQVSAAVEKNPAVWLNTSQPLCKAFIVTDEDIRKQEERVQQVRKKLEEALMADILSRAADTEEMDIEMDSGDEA
* = called active by the depositor; x = not tested or not shown. This is a subset; the hit share may differ from the screen's.

(1) CCCc1cc(=O)[nH]c(SCC(=O)Nc2ccc([N+](=O)[O-])cc2C#N)n1
(2) O=C(O)CSc1nnc(-c2cccnc2)n1Cc1ccccc1
(3) Cc1ncc(CO)c(/C=N/N=C/c2ccccc2O)c1O
(4) NC(=O)Nc1ccc(C(=O)OCC(=O)NCc2ccc3c(c2)OCO3)cc1
(5) CN(C)c1cc(C(F)(F)F)nc(-c2ccccn2)n1
(6) Cc1cc(N)n(-c2ccc(S(=O)(=O)N3CCOCC3)cc2[N+](=O)[O-])n1
Screen / compound no.,1,2,3,4,5,6
HTRA1 inhibitor,8,2,4,2,9,0
NPR2 activator,-5,1,-11,3,5,-1
TCR-CD3 inh,-4,-1,-4,-14,-9,0
MBD2 DNA inh,6,-2,-1,-3,-2,6
LEDGF integ inh,4,1,0,0,-3,-2
rCAG RNA binder,6,2,2,3,-1,2
TDP2 inh,-1,4,-6,-10,1,9
SIAE inh,-1,3,-4,-1,0,4
PRMT1 FP inh,2,-1,2,-5,2,2
ABHD4 inh,-7,3,0,-6,4,9

(7) O=C(COc1ncnc2ccccc12)Nc1cc([N+](=O)[O-])ccc1F
(8) OC(COc1ccccc1)CN1CCCCC1 (centres undefined)
(9) O=C(COC(=O)C1CCCCC1C(=O)N1CCc2ccccc21)NCc1ccco1 (centres undefined)
(10) COc1ccc(/C=C/C(=O)c2cc3cccc(OC)c3oc2=O)cc1
(11) COc1cccc(-c2sc3ccc(OC)cc3c2C#CC2(O)CCCCC2)c1
(12) CC(C)CCNC(=O)CCc1nnc(COc2ccccc2)o1
Screen / compound no.,7,8,9,10,11,12
HTRA1 inhibitor,1,2,-11,-21,-100,4
NPR2 activator,-3,-2,5,-1,-4,-3
TCR-CD3 inh,6,1,3,-5,-4,-7
MBD2 DNA inh,1,0,-5,-2,-2,1
LEDGF integ inh,0,-3,2,-1,0,-1
rCAG RNA binder,2,2,5,21,12,-7
TDP2 inh,15,6,-10,-5,-3,0
SIAE inh,-3,0,-3,-18,-38,8
PRMT1 FP inh,-3,1,0,6,-1,-2
ABHD4 inh,4,-4,18,3,-47,0

(13) O=C(N/N=C/c1ccc2c(c1)OCO2)C1CC1
(14) O=C(COc1ccc2ccccc2c1)Nc1ccccc1C(=O)O
(15) CC(=O)Cc1nsc(NC(=O)c2cccs2)n1
(16) C/C(C=NNC(=O)c1cc(-c2ccc(C)c(C)c2)n[nH]1)=C/c1ccco1
(17) CN(C)S(=O)(=O)c1ccc(NC(=O)CSc2nc3ccccc3n2-c2ccccc2)cc1
(18) Cc1ccc(NC(=O)CSc2sc3c(O)cc(=O)[nH]c3c2C#N)c(F)c1
Screen / compound no.,13,14,15,16,17,18
HTRA1 inhibitor,3,-7,8,x,-69,-26
NPR2 activator,2,-3,4,-6,-6,-1
TCR-CD3 inh,5,-2,0,x,-1,9
MBD2 DNA inh,2,5,6,-2,3,1
LEDGF integ inh,-3,-2,-3,-2,2,4
rCAG RNA binder,0,11,2,20,7,45*
TDP2 inh,15,5,-1,-6,-4,19
SIAE inh,8,-8,-1,-18,-59,-30
PRMT1 FP inh,-2,-1,-1,10,-2,12
ABHD4 inh,6,-16,6,-21,-38,-2

Some of the entries so far, with two lines to a compound:
Every second line gives: HTRA1 inhibitor	NPR2 activator	TCR-CD3 inh	MBD2 DNA inh	LEDGF integ inh	rCAG RNA binder	TDP2 inh	SIAE inh	PRMT1 FP inh	ABHD4 inh
[6] Cc1cc(N)n(-c2ccc(S(=O)(=O)N3CCOCC3)cc2[N+](=O)[O-])n1
→ 0	-1	0	6	-2	2	9	4	2	9
[7] O=C(COc1ncnc2ccccc12)Nc1cc([N+](=O)[O-])ccc1F
→ 1	-3	6	1	0	2	15	-3	-3	4
[8] OC(COc1ccccc1)CN1CCCCC1 (centres undefined)
→ 2	-2	1	0	-3	2	6	0	1	-4
[9] O=C(COC(=O)C1CCCCC1C(=O)N1CCc2ccccc21)NCc1ccco1 (centres undefined)
→ -11	5	3	-5	2	5	-10	-3	0	18
[10] COc1ccc(/C=C/C(=O)c2cc3cccc(OC)c3oc2=O)cc1
→ -21	-1	-5	-2	-1	21	-5	-18	6	3
[11] COc1cccc(-c2sc3ccc(OC)cc3c2C#CC2(O)CCCCC2)c1
→ -100	-4	-4	-2	0	12	-3	-38	-1	-47
[12] CC(C)CCNC(=O)CCc1nnc(COc2ccccc2)o1
→ 4	-3	-7	1	-1	-7	0	8	-2	0
[13] O=C(N/N=C/c1ccc2c(c1)OCO2)C1CC1
→ 3	2	5	2	-3	0	15	8	-2	6
[14] O=C(COc1ccc2ccccc2c1)Nc1ccccc1C(=O)O
→ -7	-3	-2	5	-2	11	5	-8	-1	-16
[15] CC(=O)Cc1nsc(NC(=O)c2cccs2)n1
→ 8	4	0	6	-3	2	-1	-1	-1	6
[16] C/C(C=NNC(=O)c1cc(-c2ccc(C)c(C)c2)n[nH]1)=C/c1ccco1
→ x	-6	x	-2	-2	20	-6	-18	10	-21
[17] CN(C)S(=O)(=O)c1ccc(NC(=O)CSc2nc3ccccc3n2-c2ccccc2)cc1
→ -69	-6	-1	3	2	7	-4	-59	-2	-38

New compounds follow.
(19) O=C(O)CC(NC(=O)C(c1ccccc1)c1ccccc1)c1ccc(F)cc1 (centres undefined)
(20) CC1(C)CC(=O)C2=C(C1)OC1OC(=O)CC21C (centres undefined)
(21) Cc1nn(CC(=O)N2CCOCC2)c(=O)c2ccccc12
(22) Cc1cc(=O)[nH]c(SCC(=O)NC(c2ccccc2)c2ccccc2)n1
(23) CCCCCCN1CCN(C2CN(Cc3ccc([N+](=O)[O-])cc3)S(=O)(=O)C2)CC1 (centres undefined)
(24) O=c1[nH]c2ccccc2nc1/C=C/c1ccccc1
Screen / compound no.,19,20,21,22,23,24
HTRA1 inhibitor,3,3,10,-5,4,-27
NPR2 activator,3,2,3,-1,0,-4
TCR-CD3 inh,-1,-3,-8,0,-3,11
MBD2 DNA inh,0,1,12,4,6,4
LEDGF integ inh,3,-2,-2,4,-4,1
rCAG RNA binder,9,2,0,0,-1,3
TDP2 inh,-1,7,-7,-6,5,-3
SIAE inh,-3,1,-6,-1,2,-5
PRMT1 FP inh,-3,-1,5,1,3,-3
ABHD4 inh,2,1,-13,4,6,-12

(25) Cc1ccc(OC(=O)N(C)C[C@H]2OCc3cn(nn3)CCCC(=O)N([C@@H](C)CO)C[C@@H]2C)cc1
(26) CCc1cc(C(=O)COc2ccc(F)cc2)c(O)cc1O
(27) COc1ccc(S(=O)(=O)NCc2cccnc2)cc1NC(=O)c1ccccc1
(28) COc1cccc(CNC(=O)c2ccc(NC(=O)C3=CSCCO3)cc2)c1
(29) CC(C)(C)C(=O)Cn1c(=O)n(CC2CCCO2)c(=O)c2ccccc21 (centres undefined)
(30) COc1ccc2nc(COC(=O)c3cccs3)c(C(C)=O)[n+]([O-])c2c1
Screen / compound no.,25,26,27,28,29,30
HTRA1 inhibitor,x,4,-3,-10,-1,5
NPR2 activator,1,-3,-2,2,3,-3
TCR-CD3 inh,-1,5,7,1,0,7
MBD2 DNA inh,3,5,4,-3,1,3
LEDGF integ inh,-3,-3,1,-3,0,7
rCAG RNA binder,0,0,2,0,0,0
TDP2 inh,-3,-5,2,-17,3,-4
SIAE inh,14,-4,2,-2,-6,6
PRMT1 FP inh,5,2,-1,-4,-1,-2
ABHD4 inh,6,-3,0,-9,7,-3

(31) COc1cccc(C2NC(C)(C(=O)O)C3C(=O)N(C(C)C)C(=O)C23)c1O (centres undefined)
(32) C/C(CC(=O)C(F)(F)F)=N\NC(=O)/C(C#N)=C/N(C)C
(33) N#Cc1c(SCC(=O)N2CCOCC2)nsc1SCC(=O)N1CCOCC1
(34) Nc1ccc(C(=O)OCC(=O)Nc2cc([N+](=O)[O-])ccc2F)cc1
(35) CCN1C(=O)N[C@@H](c2ccccc2)C(C(=O)OC)=C1C
(36) Cc1ccc(C(=O)N2N=C(c3ccc(Br)cc3)CC2c2ccccc2O)cc1 (centres undefined)
Screen / compound no.,31,32,33,34,35,36
HTRA1 inhibitor,-4,-1,6,-1,-10,-16
NPR2 activator,-11,10,3,8,-1,-4
TCR-CD3 inh,-3,4,6,-5,-2,9
MBD2 DNA inh,-1,-4,-3,-4,1,-4
LEDGF integ inh,-1,2,2,-5,-3,5
rCAG RNA binder,0,0,1,2,-2,9
TDP2 inh,14,12,-2,-4,-7,1
SIAE inh,7,7,4,0,6,-2
PRMT1 FP inh,1,-3,0,1,2,-4
ABHD4 inh,6,0,1,0,0,-6

(37) Cc1csc(SCC(=O)N2CCN(S(=O)(=O)c3ccccc3)CC2)n1
(38) N#Cc1ccc(C(=O)NCC(c2ccco2)N2CCCC2)cc1 (centres undefined)
(39) COCCCNc1nc2c(c(=O)[nH]c(=O)n2C)n1CC(O)COc1ccccc1C (centres undefined)
(40) O=C(Cc1cccc2ccccc12)NN=Cc1ccc2c(c1)CCC2
(41) COc1cc(OC)c(C=O)c(OC(=O)N2CCOCC2)c1
(42) Cc1ccc(C(=O)CSc2nc(-c3ccccc3)ccc2C#N)cc1
(43) Cc1cc(C(=O)Nc2ccccc2)c(C)o1
(44) COc1cccc(CNC(=O)C2CCCN(S(=O)(=O)c3c(C)[nH]c(=O)[nH]c3=O)C2)c1 (centres undefined)
Screen / compound no.,37,38,39,40,41,42,43,44
HTRA1 inhibitor,2,6,2,-3,4,-16,-1,3
NPR2 activator,-4,-3,3,2,1,-14,-1,11
TCR-CD3 inh,-1,-6,7,0,-4,-1,-5,-1
MBD2 DNA inh,1,1,2,6,3,5,1,-3
LEDGF integ inh,3,2,-1,-1,0,3,1,2
rCAG RNA binder,-4,0,-2,4,-6,11,0,-2
TDP2 inh,6,1,-3,-4,-11,-4,-1,3
SIAE inh,-4,-2,19*,-4,-1,-2,0,1
PRMT1 FP inh,2,-1,1,-1,3,13,2,0
ABHD4 inh,-6,4,7,-3,1,-10,-3,2
